# TRPML3 agonist = activates the human TRPML3 channel; Q8TDD5; HEK293 TRPML3-YFP, Fluo-8 calcium fluorescence; 100% = the carbachol control signal; activation, % at 3 µM; 220,000 compounds, 0.29% hits; AID 1448;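 active means activation above its plate's cutoff, the mean activation of the plate's test wells plus 3 SD, cut at about 12% in these data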;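 further: 0% = DMSO only wells and 100% = carbachol wells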
#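 Material: TRPML3-YFP stable HEK293 cells | Dosing: One concentration, 3 µM nominal, 0.3% DMSO | Timing: 125 s total fluorescence read per well | Technique: Fluo-8 calcium dye fluorescence, ex 470-495, em 515-575 nm | Measure: Percent activation from peak-to-basal fluorescence ratio, scaled between DMSO and carbachol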
# EBV gp42 block = inhibitors of Epstein-Barr virus glycoprotein 42 | inhibition, % (tested at 21.74 µM) | Q1HVG2 | Fluorescence polarization binding assay, mP read-out | 220,000 compounds, 0.42% hits; in the data active means inhibition above about 50%
# Target sequence (Q1HVG2 whole entry, looked up): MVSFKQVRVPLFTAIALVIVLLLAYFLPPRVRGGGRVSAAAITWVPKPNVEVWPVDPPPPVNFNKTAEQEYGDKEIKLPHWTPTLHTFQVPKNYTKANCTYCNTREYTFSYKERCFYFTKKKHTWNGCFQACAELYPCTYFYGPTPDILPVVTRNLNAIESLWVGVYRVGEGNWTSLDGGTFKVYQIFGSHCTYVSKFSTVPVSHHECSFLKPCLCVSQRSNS
# PPC-1+TRAIL kill = PPC-1 cancer cell killing with TRAIL present. PPC-1 cells + TRAIL, ATPLite viability luminescence. cell killing (% activity), % at 4 µM. 220,000 compounds, 0.41% hits;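 active means cell killing above 50% in the first pass at 4 µM, then a duplicate retest at 5 µM averaging 50% or more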;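 further: plate controls were cells with TRAIL plus DMSO for no effect and medium-only wells lacking cells for full effect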
# p47phox inh = inhibitors of human p47phox binding | AID 1274 | 220,000 compounds, 0.53% hits | P14598 | p47phox/p22phox peptide binding, fluorescence polarization, 2 h | inhibition, % at 24.7 µM;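 active means inhibition above about 30%, limit read from the data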;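 further: 0% = p47phox with labelled peptide and 100% = labelled peptide alone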
# MDM2 E3 inh = blocks human Mdm2 ubiquitin ligase activity; Q00987; cell-based MDM2 ubiquitination luciferase reporter, 2 h; 0 = plate control, 100 = twice control, blank-subtracted; signal enhancement, % at 5 µM; 210,000 compounds, 0.11% hits;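 active means signal enhancement of 30% or more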;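 further: luminescence tracks abundance of the self-degrading MDM2-luciferase fusion protein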
# Target sequence (Q00987 whole entry, looked up, the tested form may be a part): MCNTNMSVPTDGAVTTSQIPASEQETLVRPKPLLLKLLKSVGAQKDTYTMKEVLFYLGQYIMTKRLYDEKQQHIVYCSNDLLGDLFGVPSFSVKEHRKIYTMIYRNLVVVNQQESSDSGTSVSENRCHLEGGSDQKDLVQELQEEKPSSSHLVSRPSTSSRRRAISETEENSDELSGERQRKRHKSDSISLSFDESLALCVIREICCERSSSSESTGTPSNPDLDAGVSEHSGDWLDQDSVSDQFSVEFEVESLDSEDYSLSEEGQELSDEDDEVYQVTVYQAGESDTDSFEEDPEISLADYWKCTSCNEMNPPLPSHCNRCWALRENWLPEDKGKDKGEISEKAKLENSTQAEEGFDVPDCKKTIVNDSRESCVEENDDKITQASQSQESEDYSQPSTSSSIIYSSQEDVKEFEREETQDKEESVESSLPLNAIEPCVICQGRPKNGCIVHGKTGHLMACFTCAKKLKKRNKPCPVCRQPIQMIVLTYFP
#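 Buffer or medium: Cells held in DMEM | Assay system: Stable mammalian line carrying autodegrading MDM2–luciferase fusion reporter | Quantity: 2000 cells/well | Times: 4 h settle plus 2 h compound, 37 °C | Doses: One concentration, 5 µM, with 0.2% DMSO | Technique: Luminescence with SteadyLite reagent, 15 min at room temperature | Benchmarks: Plate controls and plate blanks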
# CHOP inh = blocks CHOP induction under ER stress; AID 2732; CHO-K1 CHOP-promoter luciferase, tunicamycin-induced, 15-18 h; 220,000 compounds, 3.8% hits; inhibition, % at 10 µM;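 active means compounds that reduced the stress-induced luciferase reporter signal by more than about 70% of percent inhibition, limit read from the data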;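 further: 0% = tunicamycin plus vehicle and 100% = wells without tunicamycin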
# TNF necrop inh = blocks TNF-alpha induced death of Jurkat FADD-/- cells | Jurkat FADD-/- TNF necroptosis rescue, ATP luminescence, 24 h; 0 = TNF only, 100 = no-TNF cells | 220,000 compounds, 0.068% hits | activation (protection from cell death), % at 10 µM;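 active means activation, meaning protection from cell death, of at least 50% relative to plate controls; inactive means activation below 50%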;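 further: necroptosis triggered by 40 ng/mL TNF-alpha added together with compound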
# TRPN1 ag = agonists of zebrafish TRPN1 channel. activation, % at 3 µM. AID 1424. HEK293 zebrafish TRPN1-YFP, Fluo-8 calcium fluorescence; 100% = response to 87 µM carbachol. 220,000 compounds, 0.18% hits;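 active means activation above its plate's cutoff, the mean activation of test wells on that plate plus 3 SD, cut at about 19% in these data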;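 further: 0% = DMSO alone and 100% = 87 µM carbachol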
#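 Control set: carbachol 87 µM as high control, DMSO as low control; system: HEK293 stable line with zebrafish TRPN1-YFP; read-out: % activation versus carbachol response; detection: intracellular calcium fluorescence with Fluo-8; doses: single test compound dose, 3 µM nominal, 0.3% DMSO; schedule: dye 1 h 37 °C plus 30 min RT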
# Runt-SMMHC FRET = inhibitors of human RUNX1 Runt domain binding to CBFb-SMMHC; Cerulean-Runt/Venus-CBFb-SMMHC FRET ratio 530/480, 1 h; Q01196+Q13951; inhibition, % at 20 µM; 220,000 compounds, 0.74% hits;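 active means mean inhibition across duplicate retests at 20 µM reaching about 50%, limit read from the data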;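 further: 0% = DMSO wells and 100% = wells with excess untagged CBFb-SMMHC; inhibitors lower the FRET ratio by blocking Runt binding to CBFb-SMMHC; some results filed as inactive read as strong as hits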
# An asterisk follows results filed as active; / = no result given.
SMILES,TRPML3 agonist,EBV gp42 block,PPC-1+TRAIL kill,p47phox inh,MDM2 E3 inh,CHOP inh,TNF necrop inh,TRPN1 ag,Runt-SMMHC FRET
CCCCC12CN3CC(C)(CN(C1)C31C(=O)N(C)c3ccc(C)cc31)C2=O (configuration not stated),-0.7,-5.5,6.6,-18.8,10.2,15.5,-1.5,-1.4,-2.0
Cc1ccc(-n2c(SCCN)nnc2-c2cccc(C)c2)cc1,0.5,-20.3,0.7,-18.7,/,-24.9,-1.5,-0.1,-2.3
COc1cccc(N2CCN(C(=O)c3ccc(CSc4nc5ccncc5[nH]4)cc3)CC2)c1,-0.2,-7.8,-0.4,-0.3,/,9.4,-10.1,0.7,-4.8
Cc1cccc(CCNC(=O)C2CCC(=O)N2Cc2ccc(F)cc2)c1 (configuration not stated),0.3,7.7,10.4,-14.6,-8.0,20.3,-1.1,0.6,2.4
O=C(NNS(=O)(=O)c1ccccc1)c1ccc(O)cc1,0.7,-16.9,3.3,-3.3,6.6,-9.5,0.8,-0.4,2.0
Cc1ccc2c(c1)N(CCC(=O)NCc1ccccn1)C(=O)CO2,0.0,-5.9,-3.6,-6.8,-19.0,33.4,-0.6,0.3,4.9
C=CCn1c(SCn2nnc3ccccc3c2=O)nnc1C1CCCCC1,0.1,-20.0,0.7,-13.6,-14.6,22.3,-2.7,-0.8,7.3
Cc1ccc(S(=O)(=O)N2CCOCC2)cc1C(=O)NCc1cccs1,0.9,0.1,17.0,-1.6,-24.7,-7.4,0.1,0.2,0.1
CS(=O)(=O)N(C(=O)NC(=O)NC12CC3CC(CC(C3)C1)C2)C1CCCCC1,0.8,7.6,5.8,-12.8,-17.1,0.6,0.0,0.5,0.3
Cc1cc(NC(=O)CCC(=O)N(CCc2ccccc2)C(C(=O)NC2CCCC2)c2ccco2)no1 (configuration not stated),0.3,-6.0,-2.0,-12.5,-3.6,50.4,-1.6,-1.1,1.0
COc1ccc(C)cc1-n1nnnc1SCc1csc(C)n1,-2.0,-4.7,16.8,-12.2,-14.6,36.3,0.3,-1.3,-5.2
CCO/N=C(\C)c1c(O)c2ccccc2n(C)c1=O,0.8,0.6,-5.1,-7.3,1.2,28.4,0.8,-0.4,4.1
Cn1nnnc1CCOCCc1nnnn1C,0.2,8.1,-14.6,-3.5,2.6,-4.7,-0.1,1.6,0.4
CCN(CC)C(=S)NCCc1ccccc1,0.2,-11.3,/,-7.6,5.2,5.8,-1.6,0.0,/
Cc1ccc(CNC(=O)C2c3ccccc3C(=O)N(C)C2c2c[nH]c3ccccc23)o1 (configuration not stated),-0.4,-9.1,2.1,-4.5,-6.1,9.9,-1.6,1.3,0.9

# Fetched by structure from the entries so far:
SMILES,TRPML3 agonist,EBV gp42 block,PPC-1+TRAIL kill,p47phox inh,MDM2 E3 inh,CHOP inh,TNF necrop inh,TRPN1 ag,Runt-SMMHC FRET
Cn1nnnc1CCOCCc1nnnn1C,0.2,8.1,-14.6,-3.5,2.6,-4.7,-0.1,1.6,0.4
Cc1ccc(S(=O)(=O)N2CCOCC2)cc1C(=O)NCc1cccs1,0.9,0.1,17.0,-1.6,-24.7,-7.4,0.1,0.2,0.1

# Continued.
SMILES,TRPML3 agonist,EBV gp42 block,PPC-1+TRAIL kill,p47phox inh,MDM2 E3 inh,CHOP inh,TNF necrop inh,TRPN1 ag,Runt-SMMHC FRET
CCN(CC)C(=O)c1[nH]cnc1C(=O)N[C@@H](C)C(=O)OC(C)(C)C,0.7,-1.1,3.3,/,/,4.5,-1.0,1.5,-1.6
COc1ccc(-c2nn3c(-c4ccccc4)nnc3s2)cc1,0.1,-17.8,23.1,-8.1,-10.7,60.1,-8.5,-1.8,-0.4
COc1ccc2c(CC(=O)Nc3ccccc3OC)coc2c1,0.3,7.4,37.3,-1.9,1.2,-0.9,1.2,-0.2,-0.2
COc1ccc(S(=O)(=O)NCC(=O)O)cc1C(=O)NC1CCCCC1,0.9,6.1,30.6,-6.4,2.6,16.6,0.8,-0.1,-3.2
Cc1cccc(-c2noc(CCC(=O)NCc3ccccc3)n2)c1,-0.2,-18.0,4.4,1.2,-28.0,8.0,0.5,0.0,0.9
Cc1ccc(C(=O)Nc2nc(-c3ccccc3)c(-c3ccccc3)o2)cc1,0.2,5.2,9.6,-23.4,-13.4,32.1,3.7,-0.9,0.9
CCCNC(=O)CCc1cc(C(C)(C)C)c(O)c(C(C)(C)C)c1,-1.0,13.0,29.0,5.9,-12.6,11.8,0.8,-2.3,4.0
O=Cc1ccc(OCC(=O)NC(=O)NC2CCCCC2)cc1,0.3,-0.1,21.3,-5.2,10.3,2.3,1.2,0.5,-1.1
COCCNC(=S)N/N=C(\C)c1ccc(Cl)c(Cl)c1,-0.4,-1.9,9.2,-2.9,-7.9,21.3,-0.3,-2.4,-7.6
CC1(C)C(=O)NCCN1C(=O)CSc1nccc(-c2ccc(Br)cc2)n1,0.8,-18.4,4.5,-3.6,-20.2,-1.0,1.3,1.2,-0.6
CCn1cc(C(=O)OCC(=O)N(C)Cc2ccccc2)c(=O)c2ccc(C)nc21,0.3,-7.0,14.5,-5.9,-7.3,15.8,-0.2,-0.4,1.2
O=C(Nc1nnc(-c2ccco2)o1)C1CC1,0.7,-24.8,12.7,-7.2,-5.2,-0.6,0.9,-0.9,1.2
CCOC(=O)N/N=C/c1ccc(OCCSc2ccc(Cl)cc2)c(OC)c1,0.2,-17.5,6.2,-1.4,-7.2,16.3,3.1,-1.0,-2.9
Cc1ccccc1NC(=O)Nc1cc(S(N)(=O)=O)ccc1C,0.1,-15.2,14.5,-6.0,-4.9,-9.6,-1.4,-0.6,-4.3
COC(c1ccccc1)c1nnc(CCC(=O)N(C)CCc2ccccc2)o1 (configuration not stated),0.4,4.0,9.7,-5.7,-5.3,21.5,0.0,-1.5,2.1
Cc1ccccc1NC1=C(Cl)C(=O)N(C2CCCCC2)C1=O,1.5,3.6,27.6,-16.4,-7.8,33.4,0.8,-0.4,-6.3
COc1cccc(NC(=O)c2oc3ccc(S(=O)(=O)N4CCOCC4)cc3c2C)c1,0.2,-9.9,-51.6,-8.1,-24.9,-2.8,-4.6,3.3,5.4
COc1ccccc1CC(=O)Nc1ccc(-c2noc(COc3ccc(Cl)c(C)c3)n2)cc1,0.7,-19.1,13.4,-11.5,-18.5,-11.8,0.5,0.5,-1.4
COC(=O)c1[nH]c2cc(OC)ccc2c1N=CN(C)C,0.7,1.0,13.3,-9.1,-1.0,11.1,1.3,0.8,0.1
COC(=O)Nc1nncs1,0.4,-13.4,10.0,2.2,-8.0,12.1,-0.1,-0.9,-0.6
COc1cccc(NC(=O)CN(c2cccc(C(F)(F)F)c2)S(C)(=O)=O)c1,0.7,-13.1,10.6,-10.4,4.3,19.7,-0.6,1.3,-7.1
Cc1cc(N/C=C2\CCCCC2=O)no1,1.2,6.1,17.6,-7.2,-26.4,9.9,1.3,-0.1,-0.9
CCn1cc(CN2CCCC(C(=O)c3ccc(-c4ccccc4)c(F)c3)C2)cn1 (configuration not stated),1.5,-5.5,-1.0,-7.2,-11.0,3.5,0.4,1.4,-1.1
c1ccc(OCCn2c(-c3ccco3)nc3ccccc32)cc1,-0.7,-14.1,8.4,-18.8,24.8,10.6,-6.3,-2.6,66.0
O=C(COc1ccc(Br)cc1)N(CCO)CCO,0.0,11.8,-3.1,8.6,-9.4,44.8,-0.3,-1.2,-1.0
COc1ccccc1N=CC1=C(O)CC(c2ccccc2)CC1=O (configuration not stated),-0.3,-14.9,-6.3,-29.4,-5.2,56.6,-3.0,-1.3,2.2
COc1ncnc2c1oc1nc(CC(C)C)c3c(c12)CCCC3,-0.8,-20.7,17.9,-3.3,-7.9,52.8,0.6,0.1,-3.0
COc1ccc2nc(C)cc(SCC(=O)N/N=C/c3ccccc3)c2c1,0.1,-97.3,26.5,19.9,-18.4,33.9,3.8,-0.5,-4.6
CC1(C)CC(=O)C2=C(C1)OC(N)=C(C#N)C2C1CC=CCC1 (configuration not stated),0.1,-11.6,29.1,-1.5,-10.9,31.2,-1.6,-0.5,0.5
COc1ccc(/C=N/NC(=O)c2c(C)nc3ccc(Br)cn23)cc1OC,0.1,-10.2,21.8,-10.6,-1.7,2.7,-5.0,3.0,1.0
Cc1[nH]c2ccccc2c1C(=O)CSc1ccccc1,0.5,-13.4,2.2,-15.9,-3.8,9.0,0.6,0.2,11.9
O=C(CSc1nnc(SCc2ccccc2)s1)N/N=C/c1c[nH]c2ccccc12,-0.2,2.8,/,42.5*,-22.0,21.2,-3.5,-0.3,-53.5
Cc1ccc(-c2nc(CSCC(=O)NCc3cccnc3)c(C)o2)cc1,1.1,-9.8,5.8,-5.1,-13.3,49.5,-4.1,0.7,0.6
CCOC(=O)c1[nH]c(C)c(C)c1C,-0.1,-10.4,13.6,-3.5,-1.3,-2.7,1.0,0.4,-3.5
Cc1cccc(Nc2c3c(nc4ncnn24)CCC3)c1,-0.1,-12.2,5.5,-8.1,16.5,-7.7,-2.0,1.1,-6.5
Cc1ccc2nc(NC(=O)CC3Oc4ccccc4NC3=O)sc2c1 (configuration not stated),0.5,2.1,19.0,0.9,-1.1,42.4,0.3,0.0,4.5
C/C(N)=C(/C#N)C(=O)CSc1nn(-c2ccc(Cl)cc2)c(=S)s1,0.1,1.9,-1.5,-21.2,2.8,12.4,0.3,-1.3,0.4
COc1cccc(C2NC(=O)c3ccccc3O2)c1OC (configuration not stated),0.1,-7.4,-16.1,-4.2,-5.3,-19.2,-5.2,1.3,-1.4
Cc1c(OC(=O)CNC(=O)OC(C)(C)C)ccc2c3c(c(=O)oc12)CCC3,2.3,-6.8,-16.1,2.7,-0.8,28.0,-6.7,2.8,83.2*
COc1ccc(C(=O)NCS(=O)(=O)c2ccc(C)cc2)cc1,-0.8,-10.7,10.5,-9.8,-4.4,-1.5,-0.4,-0.3,29.5
COc1ccccc1N1CCN(C(=O)C2CCCO2)CC1 (configuration not stated),1.4,2.4,14.3,-3.4,-4.8,12.9,-0.8,-1.0,2.4
CC(C)N(c1ccccc1)c1ccc(NC(=S)NCCN(C)C)cc1,1.9,-8.7,4.9,-4.0,-10.2,43.1,3.5,2.8,3.9
Cc1ccc(-c2nc(N=Nc3ccc(O)cc3)n[nH]2)cc1,-0.2,-14.3,8.3,-0.1,-3.4,64.0,-0.9,-2.3,-10.0
S=C(NCCc1ccccc1)Nc1ccccn1,-0.1,-9.1,12.2,-2.4,10.9,28.8,-0.4,-0.5,20.7
CC(C(=O)NC(C)(C)C)N(C(=O)CS(=O)CC(=O)Nc1ccc(F)cc1)c1ccccc1F (configuration not stated),2.0,-0.6,11.3,-10.0,-21.2,-2.5,-0.3,-0.4,15.5
